ATG4B inhibitor – inhibitors of human ATG4B cysteine protease; inhibition, % at 8.33 µM; hit rate 0.51% among 340,000; ATG4B cleavage of LC3-PLA2, NBD-HPC fluorescence, 1 h; in the data active = inhibition above about 40%
Target sequence (Q9Y4P1 whole entry, looked up): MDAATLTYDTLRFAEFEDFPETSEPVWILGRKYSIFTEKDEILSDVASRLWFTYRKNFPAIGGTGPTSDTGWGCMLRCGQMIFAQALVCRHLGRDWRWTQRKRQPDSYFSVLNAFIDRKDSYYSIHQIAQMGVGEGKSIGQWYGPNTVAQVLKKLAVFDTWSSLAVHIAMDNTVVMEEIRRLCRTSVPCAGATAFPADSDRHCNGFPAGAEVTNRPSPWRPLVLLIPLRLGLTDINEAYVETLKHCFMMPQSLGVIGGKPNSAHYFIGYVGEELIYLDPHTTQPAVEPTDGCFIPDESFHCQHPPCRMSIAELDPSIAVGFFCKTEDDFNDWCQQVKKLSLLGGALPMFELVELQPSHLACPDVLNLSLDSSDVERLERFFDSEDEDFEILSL
mIAP act – increases mouse intestinal alkaline phosphatase activity; activation factor at 10 µM; hit rate 0.24% among 330,000; muIAP, CDP-Star luminescence, 30 min; hits give high values; 1 = vehicle-only enzyme signal, 0 = enzyme-free wells; AID 2805;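 active = activation factor of at least 2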; note: the source names both 10 and 20 µM as test concentration; values of inactives mirror those of a sister screen read the other way
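Assay system: mouse IAP enzyme; Reagent: CDP-Star chemiluminescent phosphatase substrate; Compound: DMSO-dissolved test compounds; Incubation: 30 min, room temperature; Technique: luminescence from enzymatic CDP-Star hydrolysis; Controls: DMSO-only wells and no-enzyme negative control.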
tim10-1 inh – inhibits growth of tim10-1 mutant yeast; S. cerevisiae tim10-1 ts strain growth, BacTiter-Glo, 24 h; inhibition, % at 20 µM; AID 463190; hit rate 2.2% among 330,000;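 active = inhibition of at least 40%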;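 note: mutant grown at 25 °C; 0% = DMSO wells with yeast and 100% = wells holding no yeast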
Apaf-1 inh – blocks human Apaf-1 apoptosome activity | O14727 | reconstituted apoptosome caspase-3 activity, DEVD-Rh110 fluorescence | inhibition, % at 20 µM | hit rate 0.71% among 330,000 | AID 489030; active = inhibition of at least 40% at 20 µM;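 note: plate controls were DMSO wells for no effect and DEVD-CHO caspase inhibitor wells for full effect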
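detection = Rh110 fluorescence intensity | test system = biochemical Apaf-1 apoptosome reconstitution | also added = cytochrome c and DEVD-Rh110 substrate | schedule = 30 min plus 50 min, RT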
hIAP activ – increases human intestinal alkaline phosphatase activity; P09923; purified human IAP, CDP-Star luminescence, 30 min; hits give high values; 1 = vehicle-only enzyme, 0 = enzyme-free background; activation factor at 10 µM; hit rate 0.16% among 330,000; AID 2524;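 active = activation factor of the enzyme at least 2-fold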; note: the source names both 10 and 20 µM as test concentration; values of inactives mirror those of a sister screen read the other way
Target sequence (P09923 whole entry, looked up): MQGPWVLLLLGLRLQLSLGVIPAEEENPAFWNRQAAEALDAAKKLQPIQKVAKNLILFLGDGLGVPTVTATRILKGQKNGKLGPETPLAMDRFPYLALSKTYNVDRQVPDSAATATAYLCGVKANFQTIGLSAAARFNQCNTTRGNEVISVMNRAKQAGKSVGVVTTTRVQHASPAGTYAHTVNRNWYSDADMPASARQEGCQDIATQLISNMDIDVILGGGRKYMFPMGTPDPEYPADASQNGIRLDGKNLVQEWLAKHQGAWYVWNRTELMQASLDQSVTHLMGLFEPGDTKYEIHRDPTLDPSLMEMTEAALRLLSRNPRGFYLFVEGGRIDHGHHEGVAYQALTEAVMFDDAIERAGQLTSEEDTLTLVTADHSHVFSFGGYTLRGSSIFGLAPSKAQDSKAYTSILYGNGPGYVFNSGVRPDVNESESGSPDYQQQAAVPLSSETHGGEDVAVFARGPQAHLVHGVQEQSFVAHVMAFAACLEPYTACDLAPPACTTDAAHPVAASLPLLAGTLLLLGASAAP
hIAP inh – human IAP inhibition | P09923 | purified IAP, CDP-Star luminescence, 30 min | inhibition, % at 10 µM | hit rate 0.12% among 330,000 | AID 2544;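 active = inhibition reaching a set limit with compound at 10 µM in the primary screen, cut at about 35% in these data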;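 note: plate controls were DMSO wells with enzyme for no effect and no-enzyme buffer wells for full effect; values of inactives mirror those of a sister screen read the other way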
NLRP3 yeast inh – inhibitors of NALP3 inflammasome in yeast. AID 2825. Yeast reconstituted NLRP3/ASC/caspase-1, beta-gal luminescence, 24 h. inhibition, % at 10 µM. hit rate 0.39% among 330,000;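 active = inhibition of 50% or more; inactive = inhibition below 50%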;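 note: plate controls were induced DMSO wells for no effect and uninduced yeast grown without galactose for full effect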
TIM10 inh – TIM10 yeast growth inhibition | S. cerevisiae TIM10 strain growth, BacTiter-Glo luminescence, 24 h | inhibition, % at 10 µM | AID 463195 | hit rate 1.4% among 330,000;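 active = inhibition of 40% or more at the single tested concentration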;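 note: wild-type TIM10 isogenic control strain grown at permissive 25 °C; 0% = DMSO yeast wells and 100% = minimal medium wells without yeast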
mIAP inh – blocks mouse intestinal alkaline phosphatase; purified mouse IAP, CDP-Star luminescence, 30 min; inhibition, % at 10 µM; hit rate 0.2% among 330,000;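 active = inhibition of at least 40% at 10 µM in the primary screen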;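 note: plate controls were DMSO with enzyme for no effect and no enzyme wells for full effect; values of inactives mirror those of a sister screen read the other way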
The depositor's hits bear a star; x = not tested or not shown; & = joins results of further samples.

SMILES	ATG4B inhibitor	mIAP act	tim10-1 inh	Apaf-1 inh	hIAP activ	hIAP inh	NLRP3 yeast inh	TIM10 inh	mIAP inh
Cc1ccc(CN2C(=O)CC(Nc3ccc(N4CCOCC4)cc3)C2=O)cc1 (centres undefined)	2.8	0.965	10.3	7.0	1.37	-36.9	3.8	-1.9	3.5
Cc1ccc(C(=O)OCC(=O)N2C(C)CCCC2C)s1 (centres undefined)	-4.6	0.981	11.9	-1.9	0.966	3.4	9.6	13.4	1.9
CC(=O)n1c(=O)oc2ccccc21	-4.2	0.908	-9.3	-15.8	1.18	-18.0	2.3	-1.0	9.2
COc1cc2nc(CN3CCN(S(=O)(=O)c4cc(C)ccc4C)CC3)[nH]c(=O)c2cc1OC	-10.4	0.98	16.8	2.9	1.15	-15.3	12.7	-2.7	2.0
CN(NS(=O)(=O)c1ccc(Cl)cc1)c1nc(C(F)(F)F)nc2ccccc12	-6.8	0.966	25.3	3.0	1.02	-1.6	-41.1	7.3	3.4
O=C(CN1CCN(c2cccc(Cl)c2)CC1)c1ccc(O)cc1O	-7.8	0.99	16.4	8.9	1.07	-7.2	18.8	10.8	1.0
Cc1ccc(NC(=S)NC2CCCC2)c(C)c1	-1.1	1.07	0.9	-12.8	0.95	5.0	18.4	-7.1	-7.4
Cc1cccc(N(C(=O)c2nsc(Cl)c2Cl)C(C(=O)NC2CCCC2)c2ccc(O)cc2)c1 (centres undefined)	-5.3	1.02	21.5	-4.7	1.08	-8.0	7.8	18.6	-1.6
COc1ccc(OC)c(NC(=O)CSc2nnc(-c3ccco3)o2)c1	-3.3	0.943	-17.7	5.9	1.19	-19.3	15.8	-4.4	5.7
CC(Sc1nc(-c2ccc(F)cc2)cs1)C(=O)N1c2ccccc2CC1C (centres undefined)	9.3	0.969	19.9	5.7	0.897	10.3	17.6	13.0	3.1
COc1cc(OC)c(C(=O)OCC(=O)c2ccc3c(c2)NC(=O)CO3)cc1OC	-5.8	0.986	14.1	-0.1	0.851	14.9	5.6	5.1	1.4
Cc1nc2ccc(NS(=O)(=O)c3ccc4c(c3)OCCO4)cc2s1	-7.1	0.937	5.3	4.1	0.914	8.6	8.8	4.0	6.3
O=C(COC(=O)Cc1ccsc1)NCC1CCCCC1	-4.7	1.04	5.4	2.0	0.969	3.0	0.4	4.8	-3.9
Cc1cc(SCC(=O)NC2CCCC2)nc2ccccc12	-9.6	0.954	2.2	5.7	0.947	5.3	33.8	10.3	4.6
Cc1cc(C)cc(N(C(C)C(=O)N2CCCC2)S(C)(=O)=O)c1 (centres undefined)	7.1	0.929	7.6	-0.3	1.24	-24.1	11.2	-3.1	7.1
COc1ccc(C(=S)N2CCN(S(=O)(=O)c3ccccc3)CC2)cc1	-6.4	1	46.2*	0.8	1.02	-2.3	4.0	14.6	-0.4
Cc1ccc(NC(=O)CSc2nnc(C)n2-c2ccccc2)cc1	5.2	1.09	4.7	7.3	0.971	2.9	14.1	20.1	-9.2
COC(=O)c1cc(NC(=O)c2cccc(Cl)c2)c(=O)oc1/C=C/Nc1cc(C)cc(C)c1	x	1.06	16.0	11.0	0.843	15.7	14.0	-4.4	-6.5
Cc1cc(C)nc(SCC(=O)c2ccc(Cl)cc2)n1	-7.5	1.03	7.8	2.3	0.866	13.4	15.8	12.3	-2.6
COc1cc(/C=C2/CC/C(=C/c3ccc(O)c(OC)c3)C2=O)ccc1O	29.2	0.644	-13.0	-2.8	0.895	10.5	1.0	12.5	35.6
CCOC(=O)[C@H]1[C@H]2COc3ccc(OC)cc3[C@@H]2N2C(=O)c3cc(C)ccc3NC(=O)[C@@]12C	-2.5	1.07	19.9	8.5	1.09	-8.8	16.1	-2.3	-7.0
Cc1nnc(SCC(=O)Nc2cc(C(N)=O)cc(C(N)=O)c2)n1-c1ccccc1	6.6	0.991	-1.3	6.1	1.01	-1.3	1.2	-10.1	0.9
CCC1CCCCN1S(=O)(=O)c1ccc(C(=O)Nc2nnc(-c3ccccc3Cl)o2)cc1 (centres undefined)	3.6	0.808	32.3	12.6	1.03	-3.3	-7.4	6.5	19.2
O=C(CSc1nc2ccccc2[nH]1)Nc1ccc2[nH]c(=O)[nH]c2c1	-8.1	0.907	-12.6	-21.2	0.89	11.0	16.7	-5.4	9.3
COc1ccc(-c2cc(C(=O)N(C)Cc3ccccc3)no2)cc1OC	1.6	1.01	4.0	14.9	1.08	-8.1	19.2	-1.3	-1.3

Some of these compounds in order of SMILES length, lowest first.
SMILES	ATG4B inhibitor	mIAP act	tim10-1 inh	Apaf-1 inh	hIAP activ	hIAP inh	NLRP3 yeast inh	TIM10 inh	mIAP inh
O=C(COC(=O)Cc1ccsc1)NCC1CCCCC1	-4.7	1.04	5.4	2.0	0.969	3.0	0.4	4.8	-3.9
COc1ccc(-c2cc(C(=O)N(C)Cc3ccccc3)no2)cc1OC	1.6	1.01	4.0	14.9	1.08	-8.1	19.2	-1.3	-1.3
COC(=O)c1cc(NC(=O)c2cccc(Cl)c2)c(=O)oc1/C=C/Nc1cc(C)cc(C)c1	x	1.06	16.0	11.0	0.843	15.7	14.0	-4.4	-6.5

Record cards, from the list above. Screens in order: ATG4B inhibitor, mIAP act, tim10-1 inh, Apaf-1 inh, hIAP activ, hIAP inh, NLRP3 yeast inh, TIM10 inh, mIAP inh
Entry for `COc1cc2nc(CN3CCN(S(=O)(=O)c4cc(C)ccc4C)CC3)[nH]c(=O)c2cc1OC` : -10.4, 0.98, 16.8, 2.9, 1.15, -15.3, 12.7, -2.7, 2.0
Entry for `COc1cc(/C=C2/CC/C(=C/c3ccc(O)c(OC)c3)C2=O)ccc1O` : 29.2, 0.644, -13.0, -2.8, 0.895, 10.5, 1.0, 12.5, 35.6
Entry for `CCC1CCCCN1S(=O)(=O)c1ccc(C(=O)Nc2nnc(-c3ccccc3Cl)o2)cc1` (centres undefined) : 3.6, 0.808, 32.3, 12.6, 1.03, -3.3, -7.4, 6.5, 19.2

Next section:
SMILES	ATG4B inhibitor	mIAP act	tim10-1 inh	Apaf-1 inh	hIAP activ	hIAP inh	NLRP3 yeast inh	TIM10 inh	mIAP inh
CC(C)(C)N(NC(=O)c1ccccc1)C(=O)c1cccc(C(=O)N(NC(=O)c2ccccc2)C(C)(C)C)c1	5.6	1.08	13.6	-8.0	0.994	0.6	-13.2	-1.0	-7.9
CN(C)CCCNc1ncnc2c1cnn2-c1ccccc1	-4.8	0.932	-1.4	11.5	0.842	15.8	25.2	-2.2	6.8
CCOC(=O)Cc1csc(Nc2ccc(Cl)cc2)n1	3.1	0.943	51.8*	3.9	0.992	0.8	-51.8	47.8*	5.7
CCOc1ccc(N(CC(=O)Nc2ccc(C)cc2)S(=O)(=O)c2c(C)[nH]c(=O)[nH]c2=O)cc1	-10.7	0.967	-12.4	-9.6	1.09	-8.9	17.1	-21.5	3.3
O=C(NC1C2CCCC1CN(C1CC1)C2)c1ccc(Cl)cc1 (centres undefined)	2.3	1.05	-2.5	8.4	1.16	-15.6	23.5	-11.8	-5.0
COc1cc(C(=O)Nc2ccc(N3CCOCC3)cc2)ccc1OCc1c(C)noc1C	-2.6	0.923	-17.4	-1.2	0.87	13.0	5.7	-6.0	7.7
CSCCC(NC(=O)c1ccco1)C(=O)N(C)CC(=O)Nc1ccccc1Br (centres undefined)	2.2	1.01	5.3	2.4	0.974	2.6	8.1	3.7	-1.3
O=C(Cc1ccc([N+](=O)[O-])cc1)Nc1ccc(C(=O)N2CCOCC2)cc1	-4.4	0.864	7.0	-10.0	1.23	-22.6	9.9	2.4	13.6
COc1cc2c(cc1OC)C(c1cccc(Br)c1)NC(=O)C2 (centres undefined)	-10.5	1.06	-11.4	6.1	0.946	5.4	15.5	-4.5	-5.9
Cc1ccc(OCCn2cc(C=O)c3ccccc32)cc1	2.2	0.955	-16.0	12.2	0.894	10.6	31.7	-1.0	4.5
COC(OC)C12c3ccccc3C(c3ccccc31)C1C(=O)N(c3cccnc3)C(=O)C12 (centres undefined)	-8.6	0.846	14.3	-7.0	1	-0.4	-10.3	14.4	15.4
CCOC(=O)N/N=C/c1c(C)nn(-c2ccccc2Cl)c1Cl	-7.8	0.975	26.5	-0.1	0.765	23.5	28.7	9.4	2.5
COc1ccc(CC(=O)N(Cc2ccccc2)C(C)C)cc1	-0.6	1.13	3.0	13.1	0.946	5.4	26.3	-3.3	-13.3
CCn1c(Cn2nnc(-c3ccccc3)n2)nnc1SCC(=O)Nc1cccc(C)c1C	10.7	0.972	1.0	-18.5	1.09	-8.8	27.8	-3.7	2.8
CC(C)n1c(SCC(=O)NC2CC2)nnc1-c1ccco1	-3.7	1.01	-22.5	-2.2	1.09	-8.9	1.2	1.6	-1.1
Cc1ccnc(SCC(=O)Nc2cc(C)on2)n1	-2.7	0.927	-3.2	-3.3	0.98	2.0	12.4	8.7	7.3
Cc1ccc(NC(=O)C2COc3ccccc3O2)nc1 (centres undefined)	-8.3	1.02	2.9	2.2	0.893	10.7	20.0	-12.9	-1.9
COc1ccc(CN(C(C)=O)c2ccccc2C(=O)O)cc1	1.0	0.997	2.0	-21.4	1	-0.4	12.1	-4.8	0.3
Cc1[nH]c2ccc(C(=O)O)cc2c1C	6.3	0.892	-14.3	-6.5	0.778	22.2	-9.8	-0.3	10.8
O=C(Cc1ccccc1)Nc1ccc(NC(=O)c2ccco2)cc1Cl	13.3	1.08	-17.6	13.1	0.887	11.3	-7.6	-20.1	-8.1
CC(=O)N(Cc1ccc(F)cc1)C1=C(NCCc2ccccc2)C(=O)c2ccccc2C1=O	-11.4	1.01	40.7*	77.9*	0.8	20.0	29.0	45.0*	-0.7
CCCCC1=NN(C(=O)c2cccnc2)C(O)(C(F)(F)F)C1 (centres undefined)	-7.2	0.997	3.1	-6.0	0.96	4.0	1.0	-13.9	0.3
CN(C)c1nc(SCCOC(=O)Nc2ccccc2)nc(N(C)C)n1	-6.5	1.11	33.7	4.6	0.973	2.7	8.7	13.8	-11.0
O=C(Nc1ccc(NC(=O)c2cccs2)cn1)c1ccco1	-8.0	0.926	-25.1	0.1	0.901	9.9	23.4	49.1*	7.4
CCN(CC)CC(O)CN(c1ccccc1)S(=O)(=O)c1ccc2ccccc2c1 (centres undefined)	1.1	0.845	2.4	-0.8	0.963	3.7	9.7	2.3	15.5

Next entries
SMILES	ATG4B inhibitor	mIAP act	tim10-1 inh	Apaf-1 inh	hIAP activ	hIAP inh	NLRP3 yeast inh	TIM10 inh	mIAP inh
COc1cccc(C2c3[nH]c4ccccc4c3CCN2Cc2cccc(C)n2)c1 (centres undefined)	-10.9	0.945	38.5	1.9	1.06	-5.7	-3.6	38.5	5.5
CCOC(=O)CSC1=C(C#N)C(c2ccccc2)C(C(C)=O)=C(C)N1 (centres undefined)	-6.2	0.991	23.7	5.0	0.871	12.9	0.6	14.7	0.9
Cc1cccc(C(=O)N=c2c(C#N)cc3c(=O)n4cccc(C)c4nc3n2Cc2ccco2)c1	-3.6&-2.6	0.9	12.0	13.5	1	-0.2	12.2	0.8	10.0
CCN(CC)CCn1c(NS(=O)(=O)c2ccc(Cl)cc2)nc2ccccc21	0.6	1	-2.2	0.3	1.03	-3.3	-6.7	10.3	-0.3
COc1ccc(NC(=O)c2ccc(-n3cccn3)c([N+](=O)[O-])c2)cc1	-4.4	0.953	8.8	0.4	0.974	2.6	20.8	-10.8	4.7
COc1cc(CC(NC(C)=O)C(=O)NC2CCN(C(=O)Nc3ccc(C)cc3)CC2)cc(OC)c1 (centres undefined)	6.5	1.01	8.1	-1.4	0.929	7.1	5.5	0.8	-0.9
CCOC(=O)C1C(=O)CC(C)(O)C(C(=O)OCC)C1c1cc(Br)ccc1OC (centres undefined)	-6.7	1.03	26.5	2.8	0.964	3.6	11.4	21.3	-3.1

Source: PubChem (Sanford-Burnham Center for Chemical Genomics)
